# USP8 block – inhibitors of human USP8 deubiquitinase; purified USP8, Ub-rhodamine cleavage fluorescence, 30 min; inhibition, % at 20 µM; actives 4.2% (n = 47,000)
# UCHL1 inh – inhibitors of human UCHL1 deubiquitinase | Ubiquitin carboxyl-terminal hydrolase isozyme L1 (Homo sapiens), P09936 | purified UCHL1, Ub-rhodamine cleavage fluorescence | inhibition, % at 20 µM | actives 0.2% (n = 47,000) | AID 1645859, 2021
# Target sequence (P09936 whole entry, looked up): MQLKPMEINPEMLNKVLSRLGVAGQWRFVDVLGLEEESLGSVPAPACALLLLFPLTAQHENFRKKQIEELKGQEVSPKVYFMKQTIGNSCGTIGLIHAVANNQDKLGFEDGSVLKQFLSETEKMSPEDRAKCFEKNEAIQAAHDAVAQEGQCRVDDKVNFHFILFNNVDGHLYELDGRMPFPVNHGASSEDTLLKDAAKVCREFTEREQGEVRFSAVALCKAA
# USP17 block – inhibitors of human USP17 deubiquitinase; Ubiquitin carboxyl-terminal hydrolase 17-like protein 5 (Homo sapiens), A8MUK1; purified USP17, Ub-rhodamine cleavage fluorescence, 3 h; inhibition, % at 50 µM; actives 6.5% (n = 47,000)
# USP10 inh – inhibitors of human USP10 deubiquitinase | inhibition, % at 20 µM | actives 1.1% (n = 47,000) | purified USP10, Ub-rhodamine fluorescence, 60 min | Ubiquitin carboxyl-terminal hydrolase 10 (Homo sapiens), Q14694 | AID 1645856, 2021
# USP28 block – inhibitors of human USP28 deubiquitinase; inhibition, % at 25 µM; actives 3% (n = 47,000); AID 1645857, 2021; purified USP28, Ub-rhodamine cleavage fluorescence, 30 min
# OTUD3 inh – inhibitors of human OTUD3 deubiquitinase; OTU domain-containing protein 3 (Homo sapiens), Q5T2D3; purified OTUD3, Ub-rhodamine fluorescence, 2 h; inhibition, % at 25 µM; actives 0.7% (n = 47,000); AID 1645858, 2021
# USP7 block – inhibitors of human USP7 deubiquitinase; actives 0.3% (n = 47,000); AID 1645854, 2021; inhibition, % at 20 µM; Ubiquitin carboxyl-terminal hydrolase 7 (Homo sapiens), Q93009; purified USP7, Ub-rhodamine cleavage fluorescence
# USP30 block – inhibitors of human USP30 deubiquitinase; Ubiquitin carboxyl-terminal hydrolase 30 (Homo sapiens), Q70CQ3; purified USP30, Ub-rhodamine cleavage fluorescence; inhibition, % at 25 µM; actives 5.3% (n = 47,000)
# Target sequence (Q70CQ3 whole entry, looked up): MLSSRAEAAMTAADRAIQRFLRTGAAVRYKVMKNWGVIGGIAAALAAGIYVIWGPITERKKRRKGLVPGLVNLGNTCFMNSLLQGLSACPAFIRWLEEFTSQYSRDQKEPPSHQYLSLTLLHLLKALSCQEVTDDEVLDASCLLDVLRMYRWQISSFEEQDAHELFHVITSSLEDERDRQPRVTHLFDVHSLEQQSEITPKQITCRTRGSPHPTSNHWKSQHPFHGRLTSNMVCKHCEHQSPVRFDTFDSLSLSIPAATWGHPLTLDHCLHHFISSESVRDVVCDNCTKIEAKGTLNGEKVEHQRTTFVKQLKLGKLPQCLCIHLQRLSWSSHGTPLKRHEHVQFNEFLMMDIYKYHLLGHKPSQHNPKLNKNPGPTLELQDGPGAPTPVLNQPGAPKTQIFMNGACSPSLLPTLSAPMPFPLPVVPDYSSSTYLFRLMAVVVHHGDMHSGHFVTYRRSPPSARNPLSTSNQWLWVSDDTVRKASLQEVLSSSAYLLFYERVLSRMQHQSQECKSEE
# * = called active by the depositor; . = no result given. No stated cut-off is given here; in the data, active means inhibition above about 30%; inactive means the rest.
molecule,USP8 block,UCHL1 inh,USP17 block,USP10 inh,USP28 block,OTUD3 inh,USP7 block,USP30 block
Cc1cccc(NC(=O)CCS(=O)(=O)c2cc3c(cc2Cl)NC(=O)CO3)c1,0,-4,-15,-2,-6,-8,-2,-13
O=C(/C=C/c1cccc([N+](=O)[O-])c1)N1CCc2ccccc21,84*,6,0,16,8,0,11,-8
CCCCCC(=O)Nc1cc(=O)[nH]c2nc(-c3ccco3)nn12,3,5,13,-3,1,2,-3,-132
COC(=O)c1ccc(O)c(O)c1,4,0,-39,5,0,1,5,17
CO\C=C(C(=O)OC)/C(=C\C=C\c1ccccc1)CO,-80,-14,-4,-7,-5,-12,-9,-104
CCCc1nc(-c2c(C)cc(C)nc2NC(=O)C2CCCCC2)no1,10,-3,-16,-4,-2,-13,-22,-20
Cc1cccc(-n2cnc(C(=O)NC3CCCCCC3)c2)n1,5,2,-3,1,0,0,0,0
COc1cc(=O)n2c(c1C(=O)NCc1ccc(F)cc1Cl)CCCC2,-41,0,-11,-3,30,4,-2,-19

# Entries above that have a carbonyl joined to an NH by a bond outside any ring:
molecule,USP8 block,UCHL1 inh,USP17 block,USP10 inh,USP28 block,OTUD3 inh,USP7 block,USP30 block
Cc1cccc(NC(=O)CCS(=O)(=O)c2cc3c(cc2Cl)NC(=O)CO3)c1,0,-4,-15,-2,-6,-8,-2,-13
CCCCCC(=O)Nc1cc(=O)[nH]c2nc(-c3ccco3)nn12,3,5,13,-3,1,2,-3,-132
CCCc1nc(-c2c(C)cc(C)nc2NC(=O)C2CCCCC2)no1,10,-3,-16,-4,-2,-13,-22,-20
Cc1cccc(-n2cnc(C(=O)NC3CCCCCC3)c2)n1,5,2,-3,1,0,0,0,0
COc1cc(=O)n2c(c1C(=O)NCc1ccc(F)cc1Cl)CCCC2,-41,0,-11,-3,30,4,-2,-19

# Next structures.
molecule,USP8 block,UCHL1 inh,USP17 block,USP10 inh,USP28 block,OTUD3 inh,USP7 block,USP30 block
CCN(Cc1ccccc1)c1nc2ccccc2nc1NS(=O)(=O)c1cc([N+](=O)[O-])ccc1C,19,1,34*,13,20,16,-2,29
CCCCN(CC)c1ncnc2c1sc1nc(-c3ccco3)c3c(c12)CC(C)(C)OC3,59*,4,53*,11,12,10,18,-34
COc1ccc(NS(=O)(=O)c2ccc(N3CCOCC3)c(NC(=O)c3ccc(S(=O)(=O)N4CCOCC4)cc3)c2)cc1,-21,2,18,5,0,-7,3,19
Cc1ccc(-c2cc(C(=O)Nc3ccc(S(N)(=O)=O)cc3)[nH]n2)c(O)c1,0,4,39*,16,48*,3,.,32*
O=C(CSc1nnc(-c2ccccc2F)n1CCc1ccccc1)c1c[nH]c2ccccc12,-9,-2,-51,-3,-44,-22,-6,-45
CC(C)c1ccc(NC(=O)c2ccccc2N2C(=O)N3CCc4c([nH]c5ccccc45)[C@@]3(C)C2=O)cc1,-19,7,-2,-1,-9,-7,4,-35
Cc1cccc(C(=O)N2CCCCC2c2nnc(-c3ccncc3)o2)c1 (centres undefined),-14,-2,-7,-5,3,-2,1,-18
COc1ccccc1N1CCN(CC(=O)c2c(N)n(Cc3ccccc3)c(=O)n(C)c2=O)CC1,-16,-1,-10,0,8,4,-3,2
CCN1CCN(C2(CNC(=O)COc3ccccc3)CCCCC2)CC1,-1,-2,-1,0,-2,-5,-6,1
CNC(=O)c1cnn2c(C3CCCCN3C(=O)c3ccccc3)ccnc12 (centres undefined),4,0,-3,1,-5,-1,2,7
COc1ccc(-c2nc3ncc4c(=O)n(CC5CCCO5)ccc4n3n2)cc1 (centres undefined),0,1,7,-1,0,3,8,-5
CC(=O)c1ccc(N2CCN(C(=O)c3noc4c3CCc3sccc3-4)CC2)cc1,0,-8,-29,-11,-32,-33,-7,-109
Cc1ccccc1CNC(=O)c1nc(N2CCSCC2)c2cn(C)nc2n1,-3,2,0,-8,8,6,0,14
Cc1ccc(NC(=O)c2ccc(N3CCCCC3)nn2)c(Cl)c1,0,6,25,2,-2,-9,13,-24
COc1cc(C(=O)NC(C)c2ccc3c(c2)OCCO3)cc(OC)c1OC (centres undefined),-105,2,-13,4,-2,-4,3,8
Cc1nc2ccccc2c(=O)n1Cc1ccc(-c2ccccc2)cc1,3,1,51*,3,-11,1,2,-2
N=C1C(c2nc3ccccc3s2)=C(O)CN1Cc1ccccc1F,21,-3,8,-8,8,0,1,4
Cc1nc(-c2cccc(NC(=O)c3ccc(C)c(NC(=O)c4ccco4)c3)c2)cs1,15,4,43*,11,22,17,8,28
CCCCc1nc2sc3c(SCC(=O)Nc4ccc(OC)cc4)ncnc3c2c2c1CCC2,16,1,25,0,29,15,3,48*
Cc1ccc(C(=O)N2CCC3(CC2)COCCN(Cc2cccnc2)C3)cc1,-37,-4,-9,-4,-1,0,0,9
COc1ccccc1Nc1ncc(C(=O)NCc2ccc3c(c2)OCO3)c2ccccc12,63*,1,32*,11,5,10,6,14
COc1ccc(C(=O)NCc2ccc(C(=O)Nc3ccccc3)o2)cc1,1,1,3,-1,6,4,5,4
COc1ccc(S(=O)(=O)N2CCCCCC2)cc1NC(=O)c1cccc(Cl)c1,-21,0,.,3,-10,-2,4,5
O=C(NCCc1ccc(Cl)cc1)c1csc(C(=O)N2CCCC2)n1,0,2,3,0,23,13,-5,17
C=Cc1ccc(CN2C(=O)[C@@H]3CCCN3c3ncccc32)cc1,4,-3,7,-3,-26,-9,-5,-31
CC1CS(=O)(=O)N(c2ccc(C(=O)NCc3ccccc3F)cc2)C1=O (centres undefined),-3,1,1,0,0,0,0,1
Cc1nnc2n1-c1cc(F)ccc1C(c1ccc(F)cc1)CC2 (centres undefined),13,3,5,-1,10,0,-21,12
Cc1onc(-c2c(Cl)cccc2Cl)c1C(=O)N1CC=CCC1,0,2,4,0,0,8,2,-1
Cc1cc(CN2CCN(C(C(=O)Nc3ccc(F)cc3)c3ccccc3)CC2)no1 (centres undefined),3,1,-10,2,-45,-110,1,-434
COc1cccc(NC(=O)N2Cc3c(CN4CCCCC4)nn(C)c3C2)c1,-17,-1,-3,2,0,0,1,6
Cc1cccc(OCc2nnc(C3(c4ccc(F)cc4)CCOCC3)o2)c1,2,5,7,0,13,8,-27,13
CN(C1CCCC1)C1CCN(C(=O)CNC(=O)/C=C/c2ccc(Cl)cc2)CC1,-3,0,2,-1,1,5,0,0

# The closing 2 records of the part above open the next one.
molecule,USP8 block,UCHL1 inh,USP17 block,USP10 inh,USP28 block,OTUD3 inh,USP7 block,USP30 block
Cc1cccc(OCc2nnc(C3(c4ccc(F)cc4)CCOCC3)o2)c1,2,5,7,0,13,8,-27,13
CN(C1CCCC1)C1CCN(C(=O)CNC(=O)/C=C/c2ccc(Cl)cc2)CC1,-3,0,2,-1,1,5,0,0
COc1ccc(Cl)cc1C(=O)Nc1cc(=O)n(C)c(=O)n1C,-2,-1,-7,-1,2,5,-4,0
CC(=O)c1cc2c(cc1NC(=O)Cn1cc3c(n1)CCCC3)OCO2,-8,-4,15,3,-9,-18,-10,-65
COc1ccc(CNc2ncc(C(=O)NCc3ccccc3)c(C)n2)cc1,-14,-14,-8,-6,-17,-31,-14,-100
C[C@]1(O)CC2(CCNCC2)OC[C@@H]1n1cnc2c(N)ncnc21,-24,0,0,-2,4,5,4,-6
CCn1c(CN2CCCCC2C)nc2c1c(=O)n(C)c(=O)n2C (centres undefined),12,3,3,2,4,8,3,10
CC(Oc1ccc(Cl)cc1Cl)C(=O)Nc1ccc(S(=O)(=O)N2CCc3ccccc32)cc1 (centres undefined),-26,-12,-39,-6,-51,-45,-8,-283
COc1cccc(CN2CCC3(CC2)OC(C(=O)N2CCOCC2)Cn2ccnc23)c1 (centres undefined),-53,-5,-15,-2,-6,-3,0,-2
CCN1CCCn2cc(S(=O)(=O)Nc3ccccc3)cc2C1=O,0,-5,-10,-1,-11,-12,0,-20
CS(=O)(=O)N1CCC2(CC1)CN(Cc1ccccn1)C(=O)CO2,-70,2,-6,1,5,8,4,3
COc1cc2c(cc1OC)CN(CC(=O)Nc1cc([N+](=O)[O-])ccc1Cl)CC2,-120,0,-18,-2,-11,-8,-6,-19
COc1ccc(-n2ccc(=O)c(-c3nc(-c4ccc(F)cc4)no3)n2)cc1,85*,5,31*,4,2,14,8,35*
Cc1cccc(CNC(=O)c2cnc3sc4c(n3c2=O)CCCC4)c1,2,4,16,8,7,13,3,37*
O=C(c1c(F)cccc1F)N1CCN(C2CCCCC2)CC1,9,3,3,0,2,5,2,13
C#CCNC(=O)CC[C@H]1CNC(=O)[C@@H]2[C@@H](CCN2CC2CC2)N1C,6,0,-18,1,8,1,1,-12
CN1CC(=O)N(CC(=O)Nc2ccccc2)c2ccccc2C1=O,-2,1,0,-2,-2,8,2,7
CC(=O)c1cccc(NC(=O)CSc2nnc(-c3ccncc3)n2Cc2ccccc2)c1,-44,-6,0,0,0,-2,-17,-10
Cc1noc(-c2ccc(-n3cnc(C(=O)NC4CCCCCC4)c3)nc2)n1,35*,2,22,0,13,9,6,25
COc1ccc(-c2noc(CN(C(=O)C(c3ccccc3)c3ccccc3)C(C)C)n2)cc1,-2,5,-5,9,-2,6,10,5
CCOc1ccccc1C(=O)[C@@H]1[C@@H]2CCCN2[C@]2(C(=O)Nc3c2ccc(C)c3C)[C@@]12C(=O)Nc1ccccc12,0,16,15,-1,1,3,8,-23
COc1cc(C2CC(=O)Nc3c2ccc2ccccc32)ccc1OCCO (centres undefined),1,2,3,2,16,8,-1,10
Cc1ccc(Sc2c(-c3ccccc3)c3cc(Cl)ccc3[nH]c2=O)cc1,15,0,0,2,10,10,7,25
Cn1cc(-c2nc(C(=O)Nc3ccc(F)cc3)cs2)c2cccnc21,30*,1,59*,-5,21,-7,7,62*
COc1ccc2cc(-c3nc4ccccn4c3NCc3ccccc3)c(=O)[nH]c2c1,-22,-10,14,-1,-28,-34,-4,-116
Cc1cc(C2CCCCCN2C(=O)c2ccco2)no1 (centres undefined),-5,-2,-1,-2,1,-5,-4,-9
CCn1ccc(C(=O)N2CCCn3nc(-c4ccc(C)cc4)cc3C2)n1,-1,3,0,2,7,0,2,7
Cc1ccc(S(=O)(=O)N2CCCC(c3nc(-c4ccc(=O)[nH]c4)no3)C2)cc1 (centres undefined),0,0,-5,0,-6,-2,-5,-102
CCN1CCN(CC2CCN(S(=O)(=O)c3ccc4c(c3)CCC4)CC2)CC1,12,3,2,-1,0,4,6,15
COc1ccccc1N(Cc1nc2nc(C)cc(=O)n2[nH]1)S(=O)(=O)c1ccc(C)cc1,16,-1,13,2,0,-2,1,6
Cc1ccccc1CNS(=O)(=O)c1ccc2onc(C(=O)N3CCOCC3)c2c1,-19,0,-17,1,-1,-6,-2,0
O=C(Cn1cccc1-c1nnc(C2CC2)o1)Nc1cccc(F)c1,0,-1,32*,-1,-1,-3,0,-8
O=C(CN1CCN(Cc2nc3ccccc3s2)CC1)N1CCc2ccccc21,-4,-9,-4,-9,-5,-17,-8,-28
CCCNC(=O)c1cn(-c2cc(-c3nc(C)no3)ccn2)cn1,1,1,8,2,14,11,4,19
CCC(=O)c1cn(CC(=O)NCCOc2ccc(Cl)cc2)c2ccccc12,-10,-2,-3,-1,-18,-13,-4,-7
CCOc1ccccc1N(C(=O)c1ccc2c(c1)OCCO2)C(C(=O)NC1CCCCC1)c1ccc(O)cc1 (centres undefined),-7,1,6,1,-21,-5,1,-8
Cc1[nH]c2ccccc2c1C(=O)COc1ccc([N+](=O)[O-])cc1Cl,-4,5,0,-1,21,-5,-18,22
O=C(c1sc(N2CCCCC2)nc1-c1ccccc1)c1c[nH]c2ccccc12,-48,-1,-31,-7,-15,-29,-5,-75
O=C(NCc1ccc(F)cc1)C1CCCN(C(=O)c2cc(-c3ccccn3)n[nH]2)C1 (centres undefined),-144,0,-21,-1,-2,-1,-13,0
COCCCn1c(C(=O)Nc2ccc(OC)cc2)cc2c(=O)n3ccccc3nc21,0,0,1,-2,-16,-6,0,-8
COc1ccc(NC(=NCc2ccc(OC(C)C)cc2)NS(C)(=O)=O)cc1OC,-139,1,-16,-2,2,6,1,11
COc1ccc([C@H]2C[C@@H](O)[C@@H](O)[C@@H]2NC(=O)c2cc(C)on2)cc1,-5,0,9,2,1,7,4,35*
Cc1nnc(-c2c(C)[nH]c(C)c2S(=O)(=O)N2CCN(c3ccccc3F)CC2)o1,-112,-3,-169,-4,-156,-125,-2,-470

# Screens deposited in PubChem by Dana-Farber Cancer Institute and Novartis Institutes for BioMedical Research (Cambridge, Mass).

# Not a hit list; 13% or so of the library scored in one or more.
